High-throughput results: PubChem BioAssay, National Center for Advancing Translational Sciences (NCATS)
S3 lipid droplet: qHTS Assay for Lipid Storage Modulators in Drosophila S3 Cells. Potency in µM for hits, for the others lipid storage change, negative = inhibition, % at the top dose, mostly 46.1 µM. actives 0.64% (n = 320,000). Drosophila S3 cells, BODIPY lipid droplet fluorescence, 18-24 h; cells fed with added oleic acid; active = well fitted inhibition curve with a large enough effect in the signal ratio, with a control signal flat, not every such curve was filed as active; inconclusive = small, poorly fitted or top-dose-only effect, or effect the other way, or a change in a side signal; the % refers to the signal ratio
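Laser-scanning cytometry quantifies lipid droplet accumulation (500–530 nm total intensity; droplet/cell object ratio) in oleic acid-fed (400 uM added) Drosophila S3 cells treated with a concentration series. 20 uM Triacsin C defined 100% inhibition.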
S3 lipid droplet cell count max: also measured in S3 lipid droplet; calls as there; cell number change, %; measured here: cell count max response;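 cells counted by Cell Tracker Red CMTPX staining in the red channel; peak over a dose series mostly up to 46.1 µM; percent activity relative to internal control wells on each plate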
* = called active by the depositor; i = inactive; ? = inconclusive; · = no result given; [ ] = dose if it differs, or a comment. % is set by controls: 0 for no effect and ±100 for the full control effect; potency is the fitted concentration of half-maximal effect. Not all compounds are listed (hit frequency here may not be typical).

molecule	S3 lipid droplet	S3 lipid droplet cell count max
COc1ccc(S(=O)(=O)N2CCC(N3CCN(c4ccccc4)CC3)CC2)cc1	-4.9%	-7.4
O=C1CC(c2cccc([N+](=O)[O-])c2)c2ccc3ccccc3c2N1 (stereo not drawn)	?	·
Cc1ccc(CNC(=O)NCc2ccccc2)cc1	-6.1%	16.2
Cc1ccc(/C=C/C(=O)NCc2ccco2)o1	?	·
CCCCCCCCC/C(=N\O)c1ccccn1	?	·
O=C(NCCc1ccccc1F)C(=O)Nc1nccs1	?	·
COC(=O)C1=NN(c2ccccc2)C2(S1)S/C(=C\c1ccccc1)C(=O)N2c1ccccc1 (stereo not drawn)	?	·
O=S(=O)(c1ccc2[nH]ccc2c1)N1CCCCCC1	5.6%	-23.0
O=C(Nc1cccc(Cl)c1Cl)c1ccncc1	i	·
CC1=Nc2ccccc2/C1=C/c1sc(=O)n(CC(=O)N2CCCC2)c1O	-4.7%	·
Cc1ccc(NC(=O)c2cc(-c3ccco3)on2)cc1C	27.1%	17.0
CCN1CCN(CC(=O)Nc2sc3c(c2C#N)CCC3)CC1	-15.4%	-2.1
O=c1c2c(-c3ccc([N+](=O)[O-])cc3)ccnc2[nH]n1-c1ccccc1	0.6%	-8.5
COc1ccc(/C=C/C(=O)OCC(=O)Nc2cc(C(N)=O)cc(C(N)=O)c2)cc1	?	·
Cc1ccc(CNC(=O)C2CCC(=O)N(CCc3ccccc3)C2)s1 (stereo not drawn)	?	·
O=S(=O)(Nc1nc2ccccc2nc1Nc1cccc(S(=O)(=O)N2CCCCC2)c1)c1ccccc1	?	·
COc1ccc(/C=N/NC(=O)c2ccco2)cc1COc1ccc(F)cc1	i	10.5
O=C(NCc1ccc(F)cc1)c1ccc(S(=O)(=O)Nc2cccc(C(F)(F)F)c2)cc1	?	·
CCSc1cc(C2C(C#N)=C(N)OC(C)=C2C(=O)OC)c(C)o1 (stereo not drawn)	i	·
COc1ccc(NC(=O)Nc2cnccn2)c(OC)c1	?	·
O=C(NC1CCN(Cc2ccccc2)CC1)C1CCCN(c2nnc(-n3cccc3)s2)C1 (stereo not drawn)	-1.4%	0.2
Cc1cc(NC(=O)c2cc(-c3ccc(OC(C)C)cc3)nc3ccccc23)no1	?	·
CC(=O)N1c2ccc(Cl)cc2C2OCCC2C1c1ccco1 (stereo not drawn)	2.0%	13.0
O=c1c2ccc(Cl)cc2[nH]c(=S)n1Cc1cccnc1	?	·
CC(C(=O)N1CCN(C=O)CC1)N1C(=O)c2ccccc2C1=O (stereo not drawn)	?	·
Cc1cc(=O)oc2cc(NC(=O)c3cc([N+](=O)[O-])ccc3N3CCOCC3)ccc12	?	·
CCC12CN3CCN(CC(C3)/C1=N\NC(=O)c1ccc(Cl)cc1)C2	3.2%	0.9
CCS(=O)(=O)N1CCN(S(=O)(=O)c2ccc(Cl)s2)CC1	i	25.4
CCCCNC(=O)N1CCN(Cc2cccc(F)c2)CC1	-16.4%	-4.5
Cc1ccc(S(=O)(=O)Oc2ccc(C)cc2/C=N/N=C2\NC(=O)C(C)S2)cc1 (stereo not drawn)	-0.4%	-14.1
O=C(CN1C(=O)NC2(CCOc3ccccc32)C1=O)c1ccc(Cl)s1 (stereo not drawn)	-14.8%	0.1
COc1ccc(N2CCN(Cc3cc(=O)c(OCC(=O)Nc4ccccc4)co3)CC2)cc1	?	·
CC1CCC2(CC1)NC(=O)N(CC(=O)N1CCN(C(=O)c3cccs3)CC1)C2=O (stereo not drawn)	?	·
O=C(CCN1C(=O)/C(=C/c2ccc(F)cc2)SC1=S)Nc1cc([N+](=O)[O-])ccc1O	?	·
COc1ccc(NC(=S)Nc2ccccc2C(F)(F)F)cc1	?	·
CCc1sc(C(=O)N2CCc3cc(OC)c(OC)cc3C2CC(=O)O)cc1C (stereo not drawn)	?	·
Cc1ccc(-c2noc(CCCN3C(=O)c4ccccc4C3=O)n2)cc1	23.7%	24.5
Cn1c(=O)cc(OCC(=O)Nc2ccccn2)c2ccccc21	?	·
c1ccc(CN2CCC3(CCCc4ccccc43)CC2)cc1	?	·
CCn1c(NCc2cc(OC)ccc2OC)nc2ccccc21	?	·
OCC[C@H]1C[C@H](O)[C@@H](O)[C@@]2(OCc3ccccc32)O1	6.6%	-10.9
Clc1cccc(Nc2c3c(nc4ncnn24)CCC3)c1	i	·
COc1ccc(N2CCN(C(=O)c3ccc(F)cc3)CC2)c([N+](=O)[O-])c1	-5.4%	19.5
O=C(COc1ccccc1)Nc1cccc(S(=O)(=O)N2CCCC2)c1	?	·
Cc1ccc(CNC(=O)/C=C/c2c(Cl)cccc2Cl)cc1	17.8%	1.6
COCCn1nnnc1C(c1cccs1)N1CCN(c2nc3ccccc3s2)CC1 (stereo not drawn)	i	14.3
O=C(NC12CC3CC(CC(C3)C1)C2)c1cc([N+](=O)[O-])ccc1Cl	-23.6%	-26.1
O=C(c1ccccc1)N(c1ccccc1)C1C=CS(=O)(=O)C1 (stereo not drawn)	?	·
COc1cccc(CNC(=O)COC(=O)C2CC3CCCC(C2)C3=O)c1 (stereo not drawn)	-8.7%[0.0737 µM]	·
CC(NC(=O)C1CCCN(S(=O)(=O)c2cnc[nH]2)C1)c1ccccc1 (stereo not drawn)	?	·
C#CCn1c(=NC(=O)c2ccc(Cl)s2)sc2cccc(OC)c21	?	·
O=C(c1csc2c1CCCC2)N1CCN(c2ccccc2)CC1	?	·
CC(C)(C)c1ccccc1OCCOCCNCc1ccccc1	6.6%	-26.3
COc1ccccc1C(=O)Nc1ccnn1C1CCN(CC2CC=CCC2)CC1 (stereo not drawn)	-1.4%	-4.3
C=CCn1c(COc2cccc(C)c2C)nnc1SCC(=O)N1CCN(c2ccccc2)CC1	?	·
COc1ccc(N2CCN(Cc3nc(-c4ccc(Cl)cc4Cl)no3)CC2)cc1	-6.4%	-19.4
CSc1ccc(CN2CCN(CC=C(C)C)C(CCO)C2)cc1 (stereo not drawn)	?	·
COc1ccccc1-c1ocnc1C(=O)Nc1ccc(N2CCOCC2)cc1N1CCOCC1	?	·
CCN(CCCNC(=O)CCn1c(=O)[nH]c2ccccc2c1=O)c1ccccc1	-2.1%	3.4
COc1cccc(C(=O)N(C)CC(=O)Nc2cccc3ccccc23)c1	i	-19.3

More compounds
molecule	S3 lipid droplet	S3 lipid droplet cell count max
C=CCn1c(=O)/c(=C/c2ccc(F)cc2)s/c1=C(\C#N)c1nnc2n1CCCCC2	?	·
COc1ccc(S(=O)(=O)N2CCOCC2)cc1NC(=O)c1ccc(OC(F)F)cc1	?	·
CCC(NC(=O)c1cc(COc2ccc(C)nc2)on1)c1ccc(C)cc1 (stereo not drawn)	?	·
O=C(NC1CCCCC1)C1CCN(c2nnnn2-c2ccccc2)CC1	?	·
CCOc1ccc2cc(C3CC(c4ccco4)=NN3S(C)(=O)=O)c(=O)[nH]c2c1 (stereo not drawn)	3.9%	6.8
COC(=O)c1cn(NC(=O)c2ccncc2)c(=O)c2ccccc12	12.8%	-18.7
COC(=O)c1cc(C)sc1NC(=S)N1CCN(CCc2ccccc2)CC1	?	·
CCCc1nnc(NC(=O)CSc2nc3ccccc3[nH]2)s1	3.5%	-1.8
Cc1ccc(NC(=O)CN2C(=O)NC3(CCCC3)C2=O)nc1	-17.3%	·
CCSc1nc2ccccc2c(=O)n1C1CCOC(C)(C)C1 (stereo not drawn)	?	·
FC(F)(F)c1cnc(C(c2ccccn2)c2ncn[nH]2)c(Cl)c1 (stereo not drawn)	?	·
CCN(CC)S(=O)(=O)c1ccc(NC(=O)c2cnccn2)cc1	-2.7%	-12.3
COc1ccc(OC)c(C(=O)c2ccccc2)c1	7.1%	-1.3
O=C(N/N=C\c1ccc(OC(=O)c2ccco2)cc1)c1ccc(Cl)cc1	-3.2%	11.5
COc1ccc(OC)c(S(N)(=O)=O)c1	?	·
O=S1(=O)CCN(C(CO)c2ccccc2)CC1 (stereo not drawn)	4.9%	-7.4
C=CCOC(=O)C1=C(C)N=C2SCCC(=O)N2C1c1cccs1 (stereo not drawn)	i	-4.8
S=C(NCCc1ccccc1)NC1CCCCCC1	?	·
COc1cc(OC)cc(-c2cc(NC(C)=O)n[nH]2)c1	5.2%	2.0
C[C@H]1O[C@@H](O[C@H]2[C@@H](O)C[C@H](O[C@H]3[C@@H](O)C[C@H](O[C@H]4CC[C@@]5(C)[C@H](CC[C@@H]6[C@@H]5C[C@@H](O)[C@]5(C)[C@@H](C7=CC(=O)OC7)CC[C@]65O)C4)O[C@@H]3C)O[C@@H]2C)C[C@H](O)[C@@H]1O	?	17.5
Cc1occc1C(=O)N(C)CC1CCCN(CCc2ccccc2F)C1 (stereo not drawn)	i	17.5
CCN(C(C)=O)c1nc(CSc2nnc(NC(C)C)s2)cs1	27.9%	-10.0
COc1cccc(C(=O)N2N=C(c3ccccn3)CC2(O)C(F)(F)F)c1 (stereo not drawn)	-2.8%	-5.4
O=C(c1ccc(Br)o1)N1CCN=C1SCc1cccc(F)c1	?	·
Cc1cccc(N2CCN(C(=O)c3cc(S(=O)(=O)N4CCCC4)cn3C)CC2)c1C	i	-6.3
COc1ccccc1NC(=O)Cc1cccc2ccccc12	-19.7%	-14.6
O=C(CSc1ncn[nH]1)Nc1nc(-c2ccccc2)cs1	i	·
Cc1ccc(S(=O)(=O)Nc2cccc(C(=O)NCC(c3ccco3)N(C)C)c2)cc1F (stereo not drawn)	?	·
CCOC(=O)C1CCN(C(=O)c2ccc(Cl)c(Cl)c2)CC1	i	·
COc1ccc2nc(NC(=O)c3cccs3)sc2c1	-3.1%	-13.4
CCN(CC)CCNC(=O)/C(=C/c1cn(CC)c2ccccc12)NC(=O)c1cc(OC)c(OC)c(OC)c1	-1.5%	12.8
COc1cc(O)sc1C=Nc1ccc(Cl)cc1	?	·
O=C(NC1CCN(S(=O)(=O)c2cccc(F)c2)CC1)c1cccc(F)c1	14.1%	-1.4
COc1cc(CC(=O)NCc2ccccn2)cc(OC)c1OC	i	22.7
CN(Cc1ccccc1)C(=O)CNC(=O)Cn1cnc2ccccc2c1=O	25.6%	12.8
C/C(=N/NC(=O)CNC(=O)C(c1ccccc1)c1ccccc1)c1ccco1	-5.8%	8.3
CCOc1ccccc1CNC(=O)C1CCN(c2nnc(C)c3c(C)n(-c4ccc(C)cc4)nc23)CC1	i	26.7
CNCC(=O)N1CCN(c2ncc(C(F)(F)F)cc2Cl)CC1	4.7%	-11.3
CC(=O)Nc1ccc(C(=O)NCCN2CCOCC2)cc1	-2.3%	15.1
Cc1ccc(N)cc1NC(=O)CN1CCOCC1	-16.9%	-19.8
Cc1cc(CNC(=O)c2cc(COc3c(F)cccc3F)on2)nn1C	-4.8%	10.2
Cc1ccccc1C(=O)Nc1ccccc1N1CCCCC1	-9.3%	-8.3
CC(NC(=O)c1ccc(-c2ccccc2)cc1)C(c1ccccc1)N1CCOCC1 (stereo not drawn)	?	·
O=C(C1CCCO1)N(c1cccc(Cl)c1)C1C=CS(=O)(=O)C1 (stereo not drawn)	?	·
COc1ccc(OCCOC(=O)c2ccc(-n3cnnn3)cc2)cc1	?	·
CN(C)CCN(C(=O)c1ccc(S(=O)(=O)N(C)c2ccccc2)cc1)c1nc2cc3c(cc2s1)OCCO3	i	-21.8
O=C1c2ccccc2C(=O)N1OCCOCCOCCBr	?	·
COc1ccc(NC(=O)C(NC(=O)CC2NC(=O)NC2=O)c2ccccc2)cc1 (stereo not drawn)	4.6%	-8.5
Cc1ccc(C(C)(O)CS(=O)(=O)Cc2ccccc2Cl)cc1 (stereo not drawn)	?	·
O=C(CSc1ncn[nH]1)NCCOc1ccccc1	?	·
CCc1cc(=O)oc2c3c(cc(OCC(=O)NCCCn4ccnc4)c12)OC(C)(C)CC3	-4.9%	16.0

Whole records, looked up by structure. Screens in order: S3 lipid droplet, S3 lipid droplet cell count max
Profile of CCS(=O)(=O)N1CCN(S(=O)(=O)c2ccc(Cl)s2)CC1 : i, 25.4
Profile of O=C(N/N=C\c1ccc(OC(=O)c2ccco2)cc1)c1ccc(Cl)cc1 : -3.2%, 11.5
Profile of COc1cc(CC(=O)NCc2ccccn2)cc(OC)c1OC : i, 22.7
Profile of O=C(C1CCCO1)N(c1cccc(Cl)c1)C1C=CS(=O)(=O)C1 (stereo not drawn) : ?, ·
Profile of CCSc1nc2ccccc2c(=O)n1C1CCOC(C)(C)C1 (stereo not drawn) : ?, ·
